TAG inh: triacylglycerol accumulation inhibition; H9c2 cells, Nile Red lipid (TAG) fluorescence; cells loaded with 200 µM oleic acid; inhibition, % at 12.5 µM; 230,000 tested, 0.66% active; AID 651582;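 active means pattern-corrected inhibition of lipid staining of at least 50% with the nuclear-stain viability signal not falling by more than 50%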;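 further: 0% = DMSO wells and 100% = triacsin C control wells; some results filed as inactive read as strong as hits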
TAG inh DAPI viability: further read-out of TAG inh, marked with its call; DAPI nuclei signal change (viability), lower = more cytotoxic, %;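 whole-well DAPI fluorescence read on a plate reader as a viability signal; minus 50 percent equals half of cells still viable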
* hit, by the source's call. This is a subset; count on the stated rates, not on these rows.

No.	mol	TAG inh	TAG inh DAPI viability
1	Cc1cc(OC(=O)c2cc([N+](=O)[O-])ccc2Cl)c([N+](=O)[O-])c(=O)[nH]1	0	-4
2	C[C@H](CO)N1C[C@H](C)[C@H](CN(C)S(=O)(=O)c2ccc(Cl)cc2)OCc2ccccc2-c2c(n(C)c3ccccc23)C1=O	51*	-1.1*
3	CCOc1ccc(C=NN2CCCCCC2)cc1OCC	-7	-1
4	CN(c1ccccc1)S(=O)(=O)c1cccc(C(=O)NCCCN2CCCC2=O)c1	10	-1
5	Cc1cccc(-c2nc(NCCN(C)C)c3ccccc3n2)c1	12	17
6	Cn1c(=O)c2c(nc(OCc3cccnc3)n2Cc2c(F)cccc2Cl)n(C)c1=O	1	-6
7	CC(/C=C\c1ccccc1)=C/C(=O)O	12	-3
8	C[C@H]1CN([C@@H](C)CO)C(=O)c2c(c3ccccc3n2C)-c2ccccc2CO[C@H]1CN(C)Cc1cccc(F)c1	7	5
9	CCOC(=O)c1ccc(NC(=O)c2ccc(C)c(S(=O)(=O)N3CCOCC3)c2)cc1	-6	0
10	CC1Cc2nc(SCC(=O)Nc3nccs3)n(C)c(=O)c2S1 (stereo not given)	12	-5
11	O=C(NC1CC1)c1cc2cc(Br)ccc2s1	-28	12
12	COc1ccc(N2CCN(C(=O)CN(c3ccc(OC)cc3)S(=O)(=O)c3ccccc3)CC2)cc1	-8	1

Two of the compounds above, as labelled records:
9. CCOC(=O)c1ccc(NC(=O)c2ccc(C)c(S(=O)(=O)N3CCOCC3)c2)cc1
  TAG inh: -6	TAG inh DAPI viability: 0
10. CC1Cc2nc(SCC(=O)Nc3nccs3)n(C)c(=O)c2S1 (stereo not given)
  TAG inh: 12	TAG inh DAPI viability: -5

(further entries)
No.	mol	TAG inh	TAG inh DAPI viability
13	CCC(=O)NNC(=S)NC(=O)c1ccc(C)cc1	14	-15
14	COC(=O)C1(C)NC(c2cccs2)C2C(=O)N(c3ccccc3F)C(=O)C21 (stereo not given)	-46	6
15	CCOc1ncccc1C(=O)OCc1cccc([N+](=O)[O-])c1	-6	-6
16	O=C(CN1CCN(c2ccc(Cl)cc2)CC1)c1ccc2c(c1)OCO2	-14	0
17	COc1ccc(Cl)cc1NC(=O)CCS(=O)(=O)c1cc2c(cc1C)NC(=O)CO2	-3	2
18	O=C(c1ccccc1F)N1CCN(C2CCC(c3ccccc3)CC2)CC1 (stereo not given)	-3	-11
19	O=c1oc(CCCO)cc2ccc(C#CC3(O)CCCCC3)cc12	2	-12
20	CC(NC(=O)c1cc2ccccc2oc1=O)c1ccccc1 (stereo not given)	4	-12
21	CCOc1c2ccc(C(=O)NCc3ccc(OC(F)(F)F)cc3)cc2nn1CC	-2	6
22	CCC1=C2CC[C@H]3C(=O)N(c4ccccc4)C(=O)[C@H]3[C@H]2[C@@]2(C)C(=NCC(=O)OC)OC(=O)N2C1=O	-22	-6
23	COC(=O)c1ccc(C(=S)N2CCOCC2)cc1	8	-6
24	CC1Sc2ccc(C(=O)Nc3ccc(S(=O)(=O)N(C)C)cc3)cc2NC1=O (stereo not given)	28	7
25	CN(N=O)c1ccc(C=C2C=Cc3ccccc32)cc1	-6	3
26	COc1ccccc1CNC(=O)c1nn(-c2ccc(C)cc2)c(=O)c2c1c1ccccc1n2C	39	-2
27	C=CC[C@@H](CC(=O)N[C@@H](CO)Cc1ccccc1)C(=O)N[C@H](COC(=O)[C@@H](CC=C)Cc1ccc(F)cc1)C(C)(C)C	22	-9
28	CC(=O)Nc1ccc(S(=O)(=O)N(C)CC(=O)OC2CCCCC2=O)cc1 (stereo not given)	-3	-4
29	O=S(=O)(Nc1ccc(-c2cn3c(n2)SCC3)cc1)c1ccccc1F	12	5
30	COc1ccccc1C(=O)N1CCN(C(=O)c2oc3c(C)c(C)ccc3c2C)CC1	-13	2
31	O=C1c2ccccc2C(=O)C12OC(c1ccccc1)C1(C(=O)c3ccccc3C1=O)C2c1ccc([N+](=O)[O-])cc1 (stereo not given)	-22	-2
32	CCOC(=O)N1CCN(C(=O)C2CCN(c3ncnc4c3sc3cccc(F)c34)CC2)CC1	-13	0
33	COCCNC(=O)C1(C)CCCN(Cc2ccc(OCc3ccccc3)cc2)C1 (stereo not given)	-11	5
34	CCOC(=O)C1(Cc2cccc(OC)c2)CCCN(CCO)C1 (stereo not given)	-2	-2
35	Cc1ccc(S(=O)(=O)N(C)C[C@H]2Oc3cc(Br)ccc3S(=O)(=O)N([C@H](C)CO)C[C@H]2C)cc1	5	3
36	CCSc1nnc(NC(=O)CSc2c(Cl)cccc2Cl)s1	2	1
37	CCCCCC(=O)N1C[C@@H](O)[C@H](n2cc(C3CC3)nn2)C[C@@H]1c1ccc(C)cc1	5	-10
38	Cc1onc(-c2ccc(Cl)cc2Cl)c1-c1csc(COc2ccccc2)n1	-4	-3
39	Cn1c(COc2ccccc2)nc2ccccc21	-3	4
40	Cc1cc(C)c(C(=O)CN2C(=O)NC3(CCC(C)CC3)C2=O)cc1C (stereo not given)	-22	-7
41	Cc1oc2cc(OC(C)C(=O)O)ccc2c(=O)c1Oc1ccccc1 (stereo not given)	2	-9
42	NC(Cc1ccc(C(F)(F)F)cc1)c1csc(Nc2ccccn2)n1 (stereo not given)	28	-8
43	COc1ccccc1Cn1c(-c2ccccc2OC)nc2ccccc21	-17	4
44	CSC(=Nc1ccccc1)N=C(SCc1ccccc1)N(C)C	121	-65
45	OCc1cccc[n+]1CCc1ccccc1	-1	14
46	Cc1nn(C)c(Oc2ccccc2)c1CCNS(=O)(=O)c1ccccc1	-15	0
47	COCCn1c(C)cc(C(=O)CSc2ccc(NC(C)=O)cc2)c1C	2	11
48	Cc1ccc(NC(=O)C2CCN(S(=O)(=O)c3ccc4c(c3)OCCO4)CC2)nc1	8	0
49	O=C(Nc1ncccc1O)c1cc2ccccc2o1	-1	2
50	CCC(C)(C)NC(=O)C(c1ccc(C)cc1)N(Cc1ccco1)C(=O)CCC(=O)Nc1nccs1 (stereo not given)	66*	-1.0*
51	CC(C)(C)c1nc2sc3c(c2c(=O)o1)CCCC3	-75	-6
52	O=C(NCCCN1CCOCC1)C(=O)N/N=C/c1c(Cl)cccc1Cl	-1	-6
53	CCN(CC)S(=O)(=O)c1ccc(N2CCCC2)c(NC(=O)Cc2ccccc2)c1	-18	2
54	CCOC(=O)/C=C/C(=O)Nc1cc(S(=O)(=O)Nc2ccc(OC)cc2)ccc1N1CCOCC1	30	-10
55	O=C(COc1ccccc1)NCCc1nc2ccccc2[nH]1	-13	13
56	CC(C)c1onc(C(=O)Nc2cccc(Cl)c2)c1[N+](=O)[O-]	-16	12
57	CCOc1ccccc1NC(=O)C1CCN(S(=O)(=O)c2c(C)noc2C)CC1	-25	-8
58	Cc1ccc2c(c1)N(C(=O)CCC(=O)N1CCOCC1)CC(C)O2 (stereo not given)	-1	-2
59	Cc1ccc2c(c1)N(C(=O)CCC(=O)Nc1ccccc1Cl)CC(C)O2 (stereo not given)	2	-3
60	CCC(=O)Nc1nc2ccc(NC(C)=O)cc2s1	-19	-1

Structural class: the compounds so far with a furan ring, fused or not (three)
No.	mol	TAG inh	TAG inh DAPI viability
30	COc1ccccc1C(=O)N1CCN(C(=O)c2oc3c(C)c(C)ccc3c2C)CC1	-13	2
49	O=C(Nc1ncccc1O)c1cc2ccccc2o1	-1	2
50	CCC(C)(C)NC(=O)C(c1ccc(C)cc1)N(Cc1ccco1)C(=O)CCC(=O)Nc1nccs1 (stereo not given)	66*	-1.0*

(listing goes on)
No.	mol	TAG inh	TAG inh DAPI viability
61	Cc1cc(C)n(CC(=O)NNC(=O)c2ccc(OC(F)(F)F)cc2)n1	-10	7
62	CC(O)(c1cccnc1)c1nc(-c2ccc(S(C)(=O)=O)cc2)cs1 (stereo not given)	6	4
63	Nc1cc(C(=O)OCC(=O)N2CCCC2=O)ccc1Cl	-16	11
64	C[C@@H]1CN([C@@H](C)CO)C(=O)CCCn2nncc2CO[C@H]1CN(C)Cc1ccc2cccnc2c1	-14	6
65	CC1CCCC(C)N1c1nnc(NC(=O)c2cc(-c3ccc(Br)cc3)on2)s1 (stereo not given)	-12	-6
66	CCOC(=O)C1CN(S(=O)(=O)c2cccs2)c2ccc(CC(=O)OC)cc2O1 (stereo not given)	3	-3
67	CCOC(=O)CSc1nnc(CNC(=O)c2ccc(OC)cc2)n1-c1ccc(OC)cc1	12	-4
68	C[C@@H]1CN([C@@H](C)CO)C(=O)CCCn2nncc2CO[C@H]1CN(C)Cc1ccc2c(c1)OCO2	-5	-5
69	O=C(Nc1nnc(-c2cccs2)s1)C1CC1	-5	8
70	CC(C)CCN(C)C1CCN(S(=O)(=O)c2cccc(C(F)(F)F)c2)CC1	-45	-4
71	O=C1CSC(=Nc2cccc(C(=O)O)c2)N1	-19	8
72	CCN(CC(=O)Nc1ccccc1C(F)(F)F)C(=O)c1ccccc1SCC(=O)N1CCCC1	-2	4

Additional results.
Fields – TAG inh | TAG inh DAPI viability
73: CC1CC(C)CN(C(=O)CCn2c(=O)oc3ccccc32)C1 (stereo not given)
 : 9 | -10
74: COC(=O)c1c(NC(=O)c2cccnc2)sc(C)c1C
 : 3 | 2
75: CCN(CC(=O)Nc1ccc(NC(C)=O)cc1)C(=O)CCCc1c[nH]c2ccccc12
 : 7 | -6
76: COc1ccccc1C(CNC(=O)c1cccc(S(=O)(=O)Nc2ccc(F)cc2)c1)N1CCCC1 (stereo not given)
 : 3 | 7
77: COc1ccc(C(=O)NNC(=S)NC(=O)c2cc(-c3ccccc3)nc3ccccc23)cc1
 : 13 | 5
78: COc1ccc(N2C(=O)C3CCCN3C2c2cccs2)cc1 (stereo not given)
 : 1 | 8
79: COc1ccc(CC(O)COS(N)(=O)=O)cc1 (stereo not given)
 : 4 | -1
80: CN(CC(=O)Nc1ccc(Cl)c(C(F)(F)F)c1)C(=O)c1cn2ccccc2n1
 : -2 | 1
81: CC(C)n1c(CNC(=O)c2ccccc2F)nnc1SCC(=O)c1ccc(F)cc1
 : 5 | -3
82: O=C(O)CNS(=O)(=O)c1ccc2c3c(cccc13)C(=O)N2
 : -8 | 15
83: Cc1nnc2c3ccccc3c(Cl)nn12
 : -21 | -1
84: Cc1ccc(S(=O)(=O)N2C[C@H]3C(=O)C[C@@H](c4ccccc4)N(S(=O)(=O)c4ccc(C)cc4)[C@H]3C[C@H]2c2ccc(Cl)cc2)cc1
 : 20 | -10
85: COc1ccc(C(CNC(=O)c2ccc(N3CCCC3=O)cc2)N(C)C)cc1 (stereo not given)
 : 5 | -3
86: COc1ccc(CN(Cc2cccn2C)S(=O)(=O)c2ccc(C)cc2)cc1
 : -20 | 10
87: COc1ccccc1C(=O)C1CCCN(C(=O)c2cc(CC(C)C)nc(C)n2)C1 (stereo not given)
 : 8 | -7
88: COc1ccc(-c2nc(CS(=O)CC(=O)NCc3ccc4c(c3)OCO4)c(C)o2)cc1 (stereo not given)
 : 4 | -2
89: Cc1cc(C)c(C(=O)C(C)OC(=O)Cc2n[nH]c(=O)c3ccccc23)cc1C (stereo not given)
 : 19 | -3
90: Cc1ccc(S(=O)(=O)CC(=O)Nc2nc(-c3ccccc3)cs2)cc1
 : -3 | 7
91: CCN1C(=O)[C@H]2[C@@H](c3ccc(-c4cc(C(C)=O)cs4)cc3)N3CCCC[C@@]3(C(=O)OC)[C@H]2C1=O
 : -2 | -24
92: COc1cc(/C=C2/S/C(=N/S(=O)(=O)c3ccccc3)NC2=O)c([N+](=O)[O-])cc1OC
 : 9 | -6
93: OCC[C@@H]1C[C@H](O)[C@@H](O)[C@@]2(Cc3ccccc3O2)O1
 : -11 | 1
94: CC(=O)NC(c1ccccc1)c1nc(-c2cccc(C(=O)O)c2)cs1 (stereo not given)
 : 6 | 2
95: Cc1ccc(S(=O)(=O)N2C[C@@H]3[C@H]4CC[C@H](C4)[C@@H]3[C@@H](C)C2CC(=O)c2ccccc2)cc1 (stereo not given in full)
 : -8 | -1
96: C=CC[C@H](CC(=O)NCCO)C(=O)N[C@@H](COC(=O)[C@@H](CC=C)Cc1ccc(F)cc1)Cc1c[nH]c2ccccc12
 : 3 | -4
97: CCc1ccc(NC(=O)Cn2c(=O)oc3cc(S(=O)(=O)N4CCOCC4)ccc32)cc1
 : -7 | 5
98: COc1ccccc1NC(=O)N(C)C[C@H]1OCc2cnnn2CCCC(=O)N([C@H](C)CO)C[C@H]1C
 : 13 | 8
99: CC(=O)Nc1ccc(S(=O)(=O)Nc2ccc(S(=O)(=O)N3CCCCCC3)cc2)cc1
 : 4 | 2
100: CSc1ccccc1C(=O)C1CCCN(S(=O)(=O)c2c(C)noc2C)C1 (stereo not given)
 : -4 | -10
101: COc1ccccc1Cc1nc(-c2cccnc2)no1
 : -2 | -4
102: COc1ccccc1-c1c(C)nn2c(N3CCCCCC3)cc(C)nc12
 : 3 | 9
103: CCOC(=O)c1ccc(NC(=O)CCC(CC)C(=O)O)cc1 (stereo not given)
 : 1 | 0
104: Cc1cccc(CN2[C@@H](CC(C)C)COCCS2(=O)=O)c1
 : -13 | 8
105: COc1ccc2c(c1)NC(c1cc(Cl)cc(Cl)c1O)c1cccn1-2 (stereo not given)
 : 8 | -4
106: CCc1nnc(SCC(=O)N2CCCC(N3CCN(c4ccccc4C)CC3)C2)o1 (stereo not given)
 : 16 | 4
107: COc1cccc(C(=O)NCc2ccc3c(c2)OCO3)c1OC
 : 14 | -4
108: Cc1ccc(Cl)cc1N(CC(=O)Nc1cccc(N(C)S(C)(=O)=O)c1)S(C)(=O)=O
 : -6 | 3

A different layout for part of the listing above:
[82] O=C(O)CNS(=O)(=O)c1ccc2c3c(cccc13)C(=O)N2
  TAG inh: -8
  TAG inh DAPI viability: 15

[83] Cc1nnc2c3ccccc3c(Cl)nn12
  TAG inh: -21
  TAG inh DAPI viability: -1

[84] Cc1ccc(S(=O)(=O)N2C[C@H]3C(=O)C[C@@H](c4ccccc4)N(S(=O)(=O)c4ccc(C)cc4)[C@H]3C[C@H]2c2ccc(Cl)cc2)cc1
  TAG inh: 20
  TAG inh DAPI viability: -10

[85] COc1ccc(C(CNC(=O)c2ccc(N3CCCC3=O)cc2)N(C)C)cc1 (stereo not given)
  TAG inh: 5
  TAG inh DAPI viability: -3
